Assay outcomes: PubChem BioAssay, several laboratories
Lung fibro prol: antiproliferative effect on LL 47 fibroblasts – human, LL 47 cells, CellTiter-Glo luminescence, primary screen; LL 47 human lung fibroblast viability, ATP luminescence; hits give low values; viability, % at 10 µM; AID 719, 2007; hit rate 1.1% among 85,000;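 active = viability at or below 50% in the single dose screen; inactive = viability above 50%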;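 also: compound exposure lasted 72 h before the ATP readout; 100% = median luminescence of untreated cell-only wells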
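material = human LL 47 lung fibroblast cells | dosing = compounds added from tenfold dosing solution, 0.1% DMSO final | timing = overnight cell rest, 72 h compound treatment at 37 °C | measured by = CellTiter-Glo luminescence measuring cellular ATP | evaluation = % viability versus median cells-only luminescence | control set = cell-only wells, no compound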
sEH act: soluble epoxide hydrolase activators, primary screen, biochemical, human sEH; hit rate 0.04% among 91,000; activation, % at 2 µM; Bifunctional epoxide hydrolase 2 (Homo sapiens), P34913; purified human sEH enzymatic activity, activator screen; in the data active = activation above about 37%; also: values of inactives mirror those of a sister screen read the other way
Target sequence (P34913 whole entry, looked up): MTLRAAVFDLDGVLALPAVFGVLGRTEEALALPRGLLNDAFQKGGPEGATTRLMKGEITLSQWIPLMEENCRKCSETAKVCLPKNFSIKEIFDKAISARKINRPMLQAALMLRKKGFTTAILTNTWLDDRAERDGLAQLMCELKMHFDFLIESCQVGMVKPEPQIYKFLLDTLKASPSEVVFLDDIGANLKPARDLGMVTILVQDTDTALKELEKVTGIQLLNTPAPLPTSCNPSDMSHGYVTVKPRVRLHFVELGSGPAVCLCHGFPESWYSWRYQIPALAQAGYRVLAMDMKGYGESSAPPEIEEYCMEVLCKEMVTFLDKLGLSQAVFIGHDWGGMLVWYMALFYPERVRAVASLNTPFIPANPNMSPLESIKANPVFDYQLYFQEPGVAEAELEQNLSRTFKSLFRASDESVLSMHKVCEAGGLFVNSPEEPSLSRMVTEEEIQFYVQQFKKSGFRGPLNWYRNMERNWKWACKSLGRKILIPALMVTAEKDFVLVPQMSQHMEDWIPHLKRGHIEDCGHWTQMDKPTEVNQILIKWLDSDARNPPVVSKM
PostGolgi ctrl: growth inhibition of yeast control strain, primary screen, counter-screen for post-Golgi transport modulator project; efflux-deficient yeast background strain, growth absorbance A615, 16 h; inhibition, % at 10 µM; hit rate 5% among 98,000; in the data active = inhibition above about 30%
sEH inhibitor: soluble epoxide hydrolase inhibitors, primary screen, biochemical, human sEH; Bifunctional epoxide hydrolase 2 (Homo sapiens), P34913; recombinant human sEH enzymatic activity assay; inhibition, % at 2 µM; hit rate 0.34% among 91,000; AID 707, 2007; in the data active = inhibition above about 80%; also: values of inactives mirror those of a sister screen read the other way; many of its hits are not listed in these tables
S1P2 blocker: human S1P2 receptor antagonists, primary screen, cell-based. Sphingosine 1-phosphate receptor 2 (Homo sapiens), O95136. cell-based S1P2 antagonist assay, inhibition at 5 uM. inhibition, % at 5 µM. hit rate 0.21% among 97,000. AID 736, 2007; in the data active = inhibition above about 45%;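 also: CRE beta-lactamase reporter cells expressing human S1P2 stimulated with S1P; 0% = agonist at EC80 alone and 100% = agonist plus reference antagonist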
Target sequence (O95136 whole entry, looked up): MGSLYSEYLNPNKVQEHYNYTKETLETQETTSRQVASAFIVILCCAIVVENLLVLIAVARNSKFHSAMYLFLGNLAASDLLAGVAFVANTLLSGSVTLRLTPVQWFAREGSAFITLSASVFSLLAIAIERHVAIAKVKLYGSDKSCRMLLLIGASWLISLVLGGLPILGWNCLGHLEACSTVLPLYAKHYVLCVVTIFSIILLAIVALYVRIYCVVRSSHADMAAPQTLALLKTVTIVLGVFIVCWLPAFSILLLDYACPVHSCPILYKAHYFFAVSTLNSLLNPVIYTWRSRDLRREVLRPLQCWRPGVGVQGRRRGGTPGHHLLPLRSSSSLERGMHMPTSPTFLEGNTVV
LYP act: LYP phosphatase activators, primary screen, biochemical, DiFMUP fluorescence, 2 µM; Tyrosine-protein phosphatase non-receptor type 22 (Homo sapiens), Q9Y2R2; recombinant LYP; 0 = plate median, 100 = signal doubled; activation, % at 2 µM; hit rate 0.11% among 96,000; AID 697, 2007;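 active = activation at 2 µM above a set limit, the mean plus 5 SD, cut at about 37% in these data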
H69AR growth 86K: proliferation blockers of H69AR lung cancer cells, primary screen, cell-based, human, 86K library | AID 598, 2007 | viability, % at 10 µM | hit rate 6% among 85,000 | H69AR lung tumor viability, ATP luminescence, 72 h; hits give low values;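 active = viability at or below 40%; inactive = viability above 40%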;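 also: multidrug resistant small cell line overexpressing MRP-1 efflux transporter; 100% = mean luminescence of untreated control wells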
S1P2 ag: S1P2 receptor agonists, primary screen, cell-based | Sphingosine 1-phosphate receptor 2 (Homo sapiens), O95136 | S1P2-expressing cell line, agonist reporter read-out | activation, % at 4.5 µM | hit rate 0.46% among 97,000; in the data active = activation above about 16%;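 also: 0% = vehicle low control and 100% = maximal reference agonist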
HUVEC inhibit: inhibitors of HUVEC proliferation, primary screen, cell-based, 384-well. CellTiter-Glo luminescence, 72 h; hits give low values. viability, % at 10 µM (by protocol). hit rate 1.1% among 86,000;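 active = viability at or below 30%; inactive = viability above 30%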;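 also: 100% = median luminescence of DMSO-only cell control wells on each plate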
An asterisk follows results filed as active; nt = no result given. These rows are one share of the data; rates above refer to the full screens.

SMILES	Lung fibro prol	sEH act	PostGolgi ctrl	sEH inhibitor	S1P2 blocker	LYP act	H69AR growth 86K	S1P2 ag	HUVEC inhibit
c1ccc2cc(CN3CCOCC3)ccc2c1	108	-2	9	4	4	-1	99	-3	105
COc1ccc2c(c1)C(c1ccc([N+](=O)[O-])cc1)=NNC(c1ccco1)=N2	nt	6	5	-9	11	2	nt	-6	nt
O=C(COC(=O)c1ccccc1NC(=O)c1ccccc1)c1ccc([N+](=O)[O-])cc1	nt	4	22	-2	7	-4	nt	-4	nt
CNC(=O)c1cccn1-c1ccsc1C(=O)OC	nt	-3	-1	1	2	-7	nt	-3	nt
Cn1c(SCc2ccc(Br)cc2)nnc1-c1ccncc1	98	-1	4	1	3	-1	88	1	95
O=C(OCc1ccccc1)c1cccc(-c2nnn(Cc3ccccc3)n2)c1	104	0	-1	2	6	-3	81	-9	108
O=C(c1cc2ccccn2n1)N1CCN(c2ccccn2)CC1	104	11	5	-11	-17	-1	95	-3	103
Cn1c(CCNC(=O)c2ccccc2)nc2ccccc21	nt	-2	nt	5	-7	9	nt	-6	nt
O=C(NC1CCCC1)c1ccccc1-c1nc2ccccc2[nH]1	97	-5	5	3	-3	-3	111	0	102
Cc1ccccc1-n1c(C)nnc1SCc1nc2ccccc2s1	93	nt	0	nt	-28	-1	90	0	110
CC(CN1CCCCC1)OC(=O)C1c2ccccc2Oc2ccccc21 (configuration not stated)	104	-12	10	9	0	2	110	-1	88
O=S(=O)(c1ccccc1)c1nc(-c2ccco2)oc1NCc1ccco1	97	-11	17	13	-4	-4	89	-7	92
CCCN1C(=O)c2cc(C(=O)O)ccc2C1O (configuration not stated)	104	-6	-6	6	7	7	90	-3	100
CN(Cc1ccccc1)c1ccc(S(=O)(=O)N2CCOCC2)cn1	103	-12	-4	13	-3	11	76	-6	98
C/C(=N/NC(=O)c1ccccc1O)c1ccc(N2C(=O)C3CCCCC3C2=O)cc1 (configuration not stated)	nt	1	21	-4	2	-1	nt	-2	nt
CCOC(=O)N1CCN(C(=O)C2CCC(CNS(=O)(=O)c3ccc(Cl)cc3)CC2)CC1 (configuration not stated)	97	-7	4	9	-2	-2	82	-6	97
CCOc1ccc(N(C(=O)/C=C/C(=O)Nc2cc(C)on2)C(C(=O)NC2CCCC2)c2ccccc2C)cc1 (configuration not stated)	nt	5	2	-4	13	0	nt	-6	nt
COC(=O)C1=CN(CC2CCCO2)C=C(C(=O)OC)C1c1ccccc1C(F)(F)F (configuration not stated)	101	2	11	-3	2	0	37*	11	111
Cc1ccccc1N1CC(=O)N(c2ccccc2C)CC1=O	100	-8	0	10	-2	-14	97	-1	95
c1ccc(-c2noc(-c3ccc4ccccc4c3)n2)nc1	83	nt	19	nt	nt	nt	81	nt	87

Overlap with the part before: 4 compounds, followed by the next part.
SMILES	Lung fibro prol	sEH act	PostGolgi ctrl	sEH inhibitor	S1P2 blocker	LYP act	H69AR growth 86K	S1P2 ag	HUVEC inhibit
CCOc1ccc(N(C(=O)/C=C/C(=O)Nc2cc(C)on2)C(C(=O)NC2CCCC2)c2ccccc2C)cc1 (configuration not stated)	nt	5	2	-4	13	0	nt	-6	nt
COC(=O)C1=CN(CC2CCCO2)C=C(C(=O)OC)C1c1ccccc1C(F)(F)F (configuration not stated)	101	2	11	-3	2	0	37*	11	111
Cc1ccccc1N1CC(=O)N(c2ccccc2C)CC1=O	100	-8	0	10	-2	-14	97	-1	95
c1ccc(-c2noc(-c3ccc4ccccc4c3)n2)nc1	83	nt	19	nt	nt	nt	81	nt	87
COC(=O)c1ccc(NC(=O)Cn2nnc3ccccc32)cc1	nt	3	28	0	14	0	nt	-10	nt
CC(=O)Nc1cccc(OCC(O)Cn2c(C)nc3ccccc32)c1 (configuration not stated)	95	2	nt	0	-1	-3	100	-9	106
COCCn1c(C)cc2c(c1=O)C(c1ccccc1F)C(C#N)=C(N)O2 (configuration not stated)	nt	0	-1	0	-7	6	nt	-2	nt
CCc1cc2ccc(OC)cc2nc1SCC(=O)Nc1cc(C)on1	83	-1	6	0	-5	2	48	-4	40
CC(C)(C)C(=O)/C=c1\[nH]c(=O)/c(=C\c2ccc(C#N)cc2)s1	80	3	12	-5	-14	-1	59	-3	65
Cc1ccc2c3c(c(SCC(=O)Nc4nonc4C)nc2c1)CCCC3	88	nt	-17	nt	nt	nt	16*	nt	76
O=C(Cc1cccs1)Nc1nc2c(ccc3ccccc32)s1	nt	-1	-9	0	-6	3	nt	-3	nt
CCCCNC(c1ccccc1)c1ccncc1 (configuration not stated)	94	8	6	-14	-16	-9	94	-4	87
CN(C)C(=O)CN(c1ccc2c(c1)OCO2)S(C)(=O)=O	105	5	-9	-5	-11	3	78	1	98
CCN(CC)C(=O)CSc1nc(O)c(Cc2ccccc2)c(=O)n1-c1ccccc1	103	9	15	-5	-121	-6	95	-7	116
c1ccc(-c2nc3cc4ccccc4cc3[nH]2)nc1	52	-1	10	4	24	-4	16*	-3	55
C=CCc1cc(OC)ccc1OCC(O)CN1CCN(c2ccc(OC)cc2)CC1 (configuration not stated)	101	4	45*	-8	-1	0	77	-2	119
Cc1nnc(N(C)C(=O)c2ccccn2)s1	104	-4	-3	4	10	-3	97	-2	110
Cn1c(=O)cc(SCC(=O)Nc2ccccn2)c2ccccc21	96	nt	6	nt	-5	9	103	-6	98
Cn1c2c(c(=O)n(C)c1=O)C(c1ccccc1Cl)CC(=O)N2 (configuration not stated)	nt	nt	20	nt	1	-7	nt	-1	nt
Cc1ccc(S(=O)(=O)c2c(C)cc(C)nc2Oc2cccc(C(F)(F)F)c2)cc1	nt	-4	14	6	13	-5	nt	-1	nt
CCc1nnc(NC(=O)c2ccc(S(=O)(=O)N(CC)Cc3ccccc3)cc2)o1	69	-7	6	6	7	-16	21*	-4	70
CCOC(=O)Cc1nnc(NC(=O)CSc2ccc(Cl)cc2)s1	101	-5	4	6	-10	11	89	-3	84
C=CCC(CC=C)(NC(=O)c1ccccc1)c1ccccc1	nt	17	24	-14	7	-4	nt	-5	nt
CCCCOC(=O)C(C#N)c1nc2ccccc2nc1N1CCN(Cc2ccc3c(c2)OCO3)CC1 (configuration not stated)	104	12	22	-13	2	0	85	-6	95
O=C(CCn1nnc2ccccc21)N1CCN(c2ccccc2)CC1	90	nt	7	nt	nt	nt	100	nt	91
Cc1onc(-c2ccccc2)c1C(=O)NC(C)C1CCCO1 (configuration not stated)	95	0	25	0	1	3	99	-4	87
c1csc(Cn2c(-c3cccs3)nc3ccccc32)c1	87	-8	27	10	-11	6	97	2	98
COc1ccc(OCC(=O)N2CCN(C(=O)COc3ccc(Br)cc3)CC2)cc1	100	-12	41*	10	16	0	28*	-10	82
O=C(COC(=O)c1ccco1)NCC1CCCO1 (configuration not stated)	112	1	-5	-3	-20	2	98	-7	105
COc1cccc(-c2csc3nnc(SCC(=O)c4ccc(NC(C)=O)cc4)n23)c1	89	7	4	-8	0	-1	90	-2	92
C=CCN1C(=O)CN=C1Nc1cc(C)cc(C)c1	98	-1	0	2	-5	2	93	-3	90
CN(C)c1ccc(CNC2C3CC4CC(C3)CC2C4)cc1 (configuration not stated)	97	1	-3	-2	25	3	99	-1	90
CCCn1c(SCC(=O)N2CCCc3ccccc32)nnc1-c1ccco1	104	26	36*	-26	4	-11	93	-7	87
Cc1c(CNC(=O)c2cnn3c2NC(c2ccccc2)CC3C(F)(F)F)cnn1C (configuration not stated)	92	-8	8	7	15	-1	100	-2	90
CCCN(/C=N/c1sc2c(c1C#N)CCCCC2)CCC	98	-11	17	13	6	-1	87	13	117
O=C(NCc1cccnc1)C1CCCN(S(=O)(=O)c2ccc(Cl)cc2)C1 (configuration not stated)	98	-12	-6	12	10	-1	95	-8	116
CCCCc1ccc(-c2csc(/C(C#N)=C\c3ccc(C)o3)n2)cc1	nt	8	-5	-8	11	-8	nt	-2	nt
O=C(Nc1ccon1)c1ccc(Br)o1	104	-2	8	0	9	7	104	0	102
C(=C/c1ccnc2nc(SC/C=C/c3ccccc3)nn12)/c1ccccc1	nt	4	5	-2	12	-31	nt	15	nt
CC(=O)N1CCN(c2ccc(NC(=O)C(C)Oc3ccc(Cl)cc3Cl)cc2)CC1 (configuration not stated)	109	-17	9	18	-24	10	80	-1	107
CC(C)(C)c1[nH]nc2c1C(C1C=CCCC1)C(C#N)=C(N)O2 (configuration not stated)	84	-11	12	9	-1	-12	92	-4	73
Cc1ccccc1OCC(=O)NN1Cc2ccccc2C1=N	nt	-4	-8	4	-12	-5	nt	-2	nt
Cc1cc(=O)[nH]c(SCC(=O)NCCc2ccccc2)n1	103	-4	-7	2	-8	2	90	-4	99
Cc1cc(C)cc(OCC(=O)Nc2cccc(-c3nc4ncccc4o3)c2)c1	105	-7	20	6	-8	11	82	-8	58
CCOC(=O)C(CCCCOc1ccc([N+](=O)[O-])cc1)C(=O)OCC	nt	-2	8	0	-7	-3	nt	-3	nt
CCn1cc(C(=O)NCCCOC)c(=O)c2cc(S(=O)(=O)N(C)C)ccc21	102	9	5	-9	8	9	93	-4	97
COc1cc(/C=C/c2ccc3cccc(OC)c3n2)c(OC(C)=O)c([N+](=O)[O-])c1	94	2	0	-2	11	12	6.1*	-7	15*
Cc1cc(C(=O)N/N=C/c2cccnc2)c(C)o1	nt	-2	18	2	-22	9	nt	-9	nt
CCOC(=O)Cc1csc(NC(=O)c2cccs2)n1	105	nt	-4	nt	nt	nt	96	nt	100
CC1CCN(c2[nH]c(=S)c(C#N)c3c2CCCC3)CC1	100	12	2	-12	-8	1	41	-6	105
CC1Cc2nc(SCC(N)=O)n(C)c(=O)c2S1 (configuration not stated)	98	nt	4	nt	nt	nt	97	nt	101
O=C(Cc1ccccc1)NCc1ccc2c(c1)OCO2	97	5	0	-6	-14	-4	107	-5	92
Cc1ccc(NCC(=O)N/N=C/c2ccc(OC(=O)c3ccco3)cc2)cc1	nt	-24	2	25	9	0	nt	-4	nt
O=C(Cc1cccc2ccccc12)Nc1nc2ccccc2[nH]1	nt	6	18	-6	3	-6	nt	-3	nt
CC(C)COc1ccc(-c2nnn(CC(=O)N3CCCC3)n2)cc1	106	-10	17	11	-7	7	99	-4	105
CCOc1cccc(C(=O)Nc2cccc(-c3nnc(-c4ccccc4)o3)c2)c1	87	-30	4	31	11	-8	15*	-6	47
CC(C)CNC(=S)N1CCN(C)CC1	nt	-3	26	5	32	5	nt	-6	nt
O=C(CN1C(=O)C2CC=CCC2C1=O)NC1=NCCS1 (configuration not stated)	107	-2	12	2	-2	0	72	4	107
COc1ccc(Nc2nnc(SCC(=O)N3CCCC3)s2)cc1	97	-3	-6	2	-5	-2	93	-1	99
CC(C)NC(=O)CSc1nnc(-c2ccco2)n1N	101	-3	10	3	-4	-2	86	-6	108
O=C(NCN1CCCCC1)c1cccnc1	107	0	-2	0	1	-3	92	1	97
Cc1ccc(C)c(OCC(=O)N2CCOCC2)c1	103	-5	7	4	14	9	106	-7	112
CC(C)CNC(=O)c1ccccc1NC(=O)CN(c1ccc2c(c1)OCCO2)S(C)(=O)=O	96	7	9	-13	-15	-1	78	-1	106
Cc1ccc(-n2ncc3c(=O)n(CC(=O)NC4CCCC4)cnc32)cc1C	95	-4	4	1	14	-10	98	-8	102
